Assay outcomes as filed in PubChem.
NPR2 activator – GC-B (human) receptor activation; P20594; HEK293-GC-B cells, CNP EC30, cGMP TR-FRET; 0% at EC30 CNP, 100% saturating CNP; activation, % at 10 µM; hit rate 0.11% among 370,000; AID 1920062;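 active = activation at 10 µM reaching about 35% in either raw or pattern-adjusted values, limit read from the data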
Target sequence (P20594 whole entry, looked up): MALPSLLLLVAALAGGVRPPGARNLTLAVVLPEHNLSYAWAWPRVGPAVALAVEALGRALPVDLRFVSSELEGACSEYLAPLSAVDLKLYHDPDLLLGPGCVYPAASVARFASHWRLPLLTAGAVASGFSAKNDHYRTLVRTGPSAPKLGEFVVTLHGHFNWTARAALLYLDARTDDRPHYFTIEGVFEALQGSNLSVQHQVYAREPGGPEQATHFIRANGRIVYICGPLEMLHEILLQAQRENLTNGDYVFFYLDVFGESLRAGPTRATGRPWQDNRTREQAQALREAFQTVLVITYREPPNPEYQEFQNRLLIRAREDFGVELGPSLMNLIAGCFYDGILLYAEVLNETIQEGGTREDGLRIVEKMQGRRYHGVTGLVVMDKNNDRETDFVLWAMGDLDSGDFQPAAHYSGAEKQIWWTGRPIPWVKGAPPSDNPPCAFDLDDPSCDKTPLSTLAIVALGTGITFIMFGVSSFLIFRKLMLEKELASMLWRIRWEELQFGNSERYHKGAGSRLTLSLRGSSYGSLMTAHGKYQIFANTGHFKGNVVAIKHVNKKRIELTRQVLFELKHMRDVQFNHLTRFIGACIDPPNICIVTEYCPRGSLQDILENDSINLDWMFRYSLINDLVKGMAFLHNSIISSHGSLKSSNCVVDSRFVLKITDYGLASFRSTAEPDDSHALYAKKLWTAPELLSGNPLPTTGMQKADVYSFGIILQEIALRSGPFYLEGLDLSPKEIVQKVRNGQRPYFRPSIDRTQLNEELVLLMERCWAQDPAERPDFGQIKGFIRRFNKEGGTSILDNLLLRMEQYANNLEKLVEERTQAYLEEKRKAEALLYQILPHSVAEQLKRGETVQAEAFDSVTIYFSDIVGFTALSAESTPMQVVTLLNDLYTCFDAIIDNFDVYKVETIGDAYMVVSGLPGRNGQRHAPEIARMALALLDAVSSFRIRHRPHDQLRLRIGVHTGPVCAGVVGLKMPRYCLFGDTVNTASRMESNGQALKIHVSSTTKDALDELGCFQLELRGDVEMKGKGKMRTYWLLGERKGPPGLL
KLK7 zymogen act – activates the human kallikrein-7 zymogen. hit rate 0.9% among 370,000. activation, % at 7 µM. P49862. purified proKLK7, EDANS-DABCYL substrate fluorescence; 100% is mature enzyme control, 0% vehicle;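 active = activation above the mean of all tested compounds plus 3 SD, computed per campaign excluding outliers beyond control limits, cut at about 13% in these data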
GAA850 FXN act – frataxin GAA850 promoter activation | HEK293 lucGAA850 FXN promoter luciferase reporter, 24 h; percent of 10 µM SAHA response | activation, % at 6 µM | hit rate 0.56% among 360,000 | AID 540364;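 active = activation above the average of all compounds screened plus 3 SD, cutoff fixed separately per campaign, cut at about 7.5% in these data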;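 also: 0% = DMSO wells and 100% = 10 µM SAHA wells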
ADAM10 inh – inhibits human ADAM10; AID 720582; inhibition, % at 7 µM; hit rate 0.62% among 370,000; recombinant ADAM10, EDANS/DABCYL FRET peptide cleavage, 3 h;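 active = inhibition above a per-campaign cutoff equal to the mean of compounds falling between control-based bounds plus 3 SD, cut at about 20% in these data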;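 also: 0% = DMSO wells while the 100% control is not disclosed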
DDE Tn6 FP inh – disrupts Tn6 cyclic peptide binding to fibrin D-Dimer-E complex; P02675; Fibrin DD(E) TRITC-Tn6 fluorescence polarization displacement; inhibition, % at 8.3 µM; hit rate 0.21% among 370,000;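 active = inhibition above a per-campaign cutoff: mean of compounds within control limits plus 3 SD, cut at about 15% in these data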;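 also: 0% = median of all compound wells on the plate and 100% = blocking peptide control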
ARFGAP1 inhibitor – rat ARFGAP1 inhibition | inhibition, % at 16.5 µM | hit rate 0.26% among 360,000 | Arfgap1-stimulated ARF1 GTP hydrolysis, GDP FP detection | AID 651572;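 active = inhibition above a per-plate limit, mean inhibition of low control wells plus 3 SD, cut at about 25% in these data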;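 also: 0% = DMSO wells with enzyme and 100% = wells lacking Arfgap1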
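Material: rat Arfgap1 GAP domain (His6, aa 1-136), purified enzyme. Also added: human ARF1(Δ1-17)-GTP substrate. Compound dosing: 16.5 µM single point, 1.26% DMSO. Timing: enzyme reaction 120 min at 25 °C after 20 min preincubation. Signal: GDP detection by fluorescence polarization. Read-out basis: percent inhibition of GAP-stimulated GDP formation, scaled between DMSO and no-Arfgap1 medians.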
rCAG RNA binder – molecules binding r(CAG) RNA repeats. inhibition, % at 3 µM. hit rate 1.3% among 370,000. AID 651821. r(CAG) RNA repeat, TO-PRO-1 dye displacement fluorescence;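 active = inhibition above the plate cutoff, the mean of all test compounds on that plate plus 3 SD, cut at about 35% in these data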;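 also: 0% = DMSO alone and 100% = 100 µM mitoxantrone as full dye displacement; higher means more dye released from RNA so lower well fluorescence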
GC-A act – GC-A (human) enzyme activation; P16066; HEK293 GC-A cells, cGMP TR-FRET, EC30 ANP; 0% at EC30 ANP, 100% saturating ANP; activation, % at 10 µM; hit rate 0.14% among 370,000; in the data active = activation above about 40%
ASAP1 GAP inh – blocks human ASAP1-stimulated Arf1 GTP hydrolysis; inhibition, % at 16.5 µM; hit rate 0.19% among 360,000; AID 624377; GDP FP detection; in the data active = inhibition above about 25%;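 also: 0% = vehicle with enzyme and substrate and 100% = no enzyme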
sPLA2-III inh – Blocks human group III sPLA2 activity | Q9NZ20 | AID 743126 | QFRET BODIPY PC-A2 liposome hydrolysis, fluorescence | inhibition, % at 12.2 µM | hit rate 0.56% among 370,000;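 active = inhibition above mean plus 3 SD of compounds lying within the high and low control bounds, cut at about 19% in these data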;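 also: 0% = median of test compound wells and 100% = no enzyme DMSO wells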
The depositor's hits bear a star; i = inactive; nt = not tested or not shown.

SMILES	NPR2 activator	KLK7 zymogen act	GAA850 FXN act	ADAM10 inh	DDE Tn6 FP inh	ARFGAP1 inhibitor	rCAG RNA binder	GC-A act	ASAP1 GAP inh	sPLA2-III inh
N#C/C(=C(O)\C=C\c1ccccc1)c1nc2ccccc2[nH]1	0.9	-0.6	1.4	-8.3	4.6	-5.6	4.4	7.2	-7.0	-8.7
COc1ccc(Cl)cc1N1C(=O)C2CCCN2C1c1cccc(F)c1 (configuration not stated)	-16.9	0.5	1.8	-7.1	-3.5	-8.3	-1.8	-9.8	1.6	-0.6
CC(=O)Nc1ccc(S(=O)(=O)NCCN2CCNC2=O)cc1Cl	4.8	-0.3	0.1	-5.9	-0.9	-2.4	-2.7	4.0	-3.1	6.9
CCc1c(C2CC2)ncn1Cc1cccc(-c2ccccc2)c1	-5.0	-0.1	nt	2.7	-8.2	8.2	5.0	-1.4	10.9	-1.0
COc1cccc(OC)c1C(=O)N1CCN(Cc2ccc3c(c2)OCO3)CC1	1.0	0.3	-1.0	-7.8	4.3	8.4	0.6	0.3	-4.1	2.6
CCN1CCN(c2nc(-c3ccccc3)c3ccccc3n2)CC1	2.3	28.0*	-0.4	i	5.8	3.1	4.3	-5.1	-7.7	-6.0
Nn1c(SCC(=O)Nc2cccc(C(F)(F)F)c2)nncc1=O	-2.9	-0.5	-0.8	-5.6	-2.9	8.9	2.4	2.0	6.6	6.1
COC(=O)Cc1c(C)nc2nc(NCc3ccc(Cl)cc3)[nH]n2c1=O	2.0	-0.8	-1.9	-5.7	-0.6	-4.2	1.4	-0.7	-3.1	2.7
Cc1ccc(S(=O)(=O)N2C[C@H]3C(=O)C[C@@H](c4cccs4)N(S(=O)(=O)c4ccc(C)cc4)[C@H]3C[C@H]2c2ccccc2)cc1	1.3	-0.5	nt	-4.1	-3.5	6.7	13.1	-3.3	-0.2	-11.2
C/C(=N/NC(=O)c1ccccc1O)c1ccc(N2C(=O)C3CCCCC3C2=O)cc1 (configuration not stated)	0.4	-0.2	1.1	-11.9	3.7	0.1	3.2	-2.6	4.0	-2.9
Cc1c(C(=O)N2CCCC2)oc2c1-c1nn(CC(=O)NCCCN3CCCCC3C)cc1CC2 (configuration not stated)	-3.0	3.3	-0.9	-69.6	-3.5	-3.7	-2.2	0.3	-6.9	-2.7
O=c1cc(N2CCN(Cc3ccccc3)CC2)[nH]c(=O)n1-c1cccc(C(F)(F)F)c1	-0.7	0.1	2.5	-10.5	0.1	1.6	0.2	5.3	-16.8	1.7
O=C(CCc1nnc2ccc(N3CCC4(CC3)OCCO4)nn12)NCc1ccc(F)cc1	-5.8	0.1	0.2	-12.2	1.2	1.7	-4.7	0.3	2.4	5.6
COc1cccc(NC2=NC3(CCCCC3)N=C(N)N2)c1	nt	0.5	-1.1	-4.1	-6.9	1.7	2.2	nt	12.1	-0.7
CC1CCCN(C(=O)c2cc3c(-c4ccc(Cl)cc4)nn(C)c3s2)C1 (configuration not stated)	9.1	-0.4	-0.4	-2.6	-2.8	-1.1	0.8	4.3	4.5	-3.7
O=C(CSc1nc2[nH]ncc2c(=O)[nH]1)NCc1ccc(F)cc1	7.2	0.3	0.5	1.0	-3.6	2.3	3.5	1.4	2.1	95.9*
Cc1ccc(-n2c(SCC(=O)O)nc3c(sc(=S)n3-c3ccc(C)c(C)c3)c2=O)cc1	4.9	0.3	-2.9	-3.0	-4.3	-11.5	51.1*	1.9	7.0	-28.6
CN1CCc2ccccc2CC1=O	-2.7	-0.1	-0.5	-12.0	-7.1	12.2	1.8	3.8	3.7	20.4*
C=CCN(C(=O)CCC(=O)Nc1cc(C)on1)C(C(=O)NC1CCCC1)c1ccc(Cl)cc1 (configuration not stated)	-4.2	-0.1	0.2	-5.2	1.7	6.7	-4.5	-12.3	-4.0	-1.5
O=C(Cn1cc(C(F)(F)F)ccc1=O)NCCc1ccc(Cl)cc1Cl	2.8	-0.4	0.7	-2.0	5.3	7.8	-4.8	1.6	-2.9	9.8
Cc1oc(-c2ccccc2Cl)nc1CSCC(=O)NC1CCCC1	-10.0	0.2	-0.5	-12.2	-9.3	10.0	-3.0	-1.8	7.0	-2.4
CCOC(=O)c1c(C)[nH]c(C(=O)CSc2ccc(Cl)cc2)c1C	-0.8	-0.6	5.2	4.2	1.8	-0.5	2.5	-0.4	-2.4	-20.5
COc1ccccc1NCCC(=O)OCC(=O)Nc1ccc(Cl)cn1	-4.7	-0.4	0.5	-4.9	3.6	-2.6	-3.7	4.3	-1.5	2.6
CCCCNc1nnc(SCC(=O)c2c(N)n(CCC)c(=O)[nH]c2=O)s1	3.2	0.2	1.7	-5.4	4.8	2.8	-1.1	2.4	-6.0	2.7
CC1CN(c2ccccc2)c2nc3c(c(=O)[nH]c(=O)n3C)n2C1 (configuration not stated)	-5.2	0.4	0.1	1.3	5.1	10.0	-3.8	0.1	-11.6	11.1

Entries of single compounds from above:
COc1cccc(OC)c1C(=O)N1CCN(Cc2ccc3c(c2)OCO3)CC1 as listed: NPR2 activator: 1.0; KLK7 zymogen act: 0.3; GAA850 FXN act: -1.0; ADAM10 inh: -7.8; DDE Tn6 FP inh: 4.3; ARFGAP1 inhibitor: 8.4; rCAG RNA binder: 0.6; GC-A act: 0.3; ASAP1 GAP inh: -4.1; sPLA2-III inh: 2.6
CC1CN(c2ccccc2)c2nc3c(c(=O)[nH]c(=O)n3C)n2C1 (configuration not stated) as listed: NPR2 activator: -5.2; KLK7 zymogen act: 0.4; GAA850 FXN act: 0.1; ADAM10 inh: 1.3; DDE Tn6 FP inh: 5.1; ARFGAP1 inhibitor: 10.0; rCAG RNA binder: -3.8; GC-A act: 0.1; ASAP1 GAP inh: -11.6; sPLA2-III inh: 11.1
O=C(CSc1nc2[nH]ncc2c(=O)[nH]1)NCc1ccc(F)cc1 as listed: NPR2 activator: 7.2; KLK7 zymogen act: 0.3; GAA850 FXN act: 0.5; ADAM10 inh: 1.0; DDE Tn6 FP inh: -3.6; ARFGAP1 inhibitor: 2.3; rCAG RNA binder: 3.5; GC-A act: 1.4; ASAP1 GAP inh: 2.1; sPLA2-III inh: 95.9*

(more compounds)
SMILES	NPR2 activator	KLK7 zymogen act	GAA850 FXN act	ADAM10 inh	DDE Tn6 FP inh	ARFGAP1 inhibitor	rCAG RNA binder	GC-A act	ASAP1 GAP inh	sPLA2-III inh
COC(=O)C1=C(C)NC(=O)NC1c1ccc(OC)c(OC)c1 (configuration not stated)	-4.4	0.1	0.9	-3.5	-0.8	-7.3	1.1	0.6	0.1	-7.2
Cc1cc2nc(C3CCCN(C(=S)Nc4ccccc4C)C3)[nH]c2cc1C (configuration not stated)	-3.5	0.6	-5.0	-2.5	-2.7	-5.5	2.5	-1.2	3.5	10.0
COc1ccc(C)cc1S(=O)(=O)N(CC(=O)NC1CCCC1)c1ccc(F)cc1	6.2	0.8	1.6	2.5	-0.6	0.4	-9.6	-6.7	-5.4	-4.2
Cc1cc(C(=O)Nc2sc3c(c2C#N)CCC(C(C)(C)C)C3)no1 (configuration not stated)	0.0	0.1	-1.1	-7.3	1.9	-10.3	7.6	-1.0	-12.9	-11.5
CCOC(=O)c1cccc(NC(=O)c2cnc3ccccc3n2)c1	-9.1	1.3	1.6	7.0	-3.7	11.1	-0.1	0.7	2.9	4.0
CC(=O)N1c2ccc(S(=O)(=O)N(C)CC(=O)NCc3ccccc3)cc2CC1C (configuration not stated)	3.2	-0.6	-0.5	5.2	-2.9	-10.1	-3.2	3.4	4.0	1.5
Cc1ccc(-n2c(=O)[nH]cc(C(=O)Nc3ccc4c(c3)OCO4)c2=O)cc1C	-6.6	-0.3	-1.1	-1.7	5.8	6.2	6.8	-1.7	-9.6	-6.5
CC(C)OC(=O)Cn1c(=O)sc2ccccc21	8.1	0.2	1.6	-11.3	-9.9	13.3	0.0	-4.9	13.6	12.3
Cc1ccc(C(=O)NCc2ccccn2)cc1NC1=NC2CS(=O)(=O)CC2S1 (configuration not stated)	6.0	-0.4	0.4	-6.9	5.7	-6.3	2.0	1.9	-18.3	4.0
O=C(CSc1nnnn1C1CCCCC1)NCCc1ccccc1	0.8	0.4	-0.3	-3.1	-0.3	9.3	-6.8	-2.2	-8.9	16.6
Cc1ccc(-c2ccc(/C=N/n3cnnc3)o2)cc1	-11.9	1.1	0.8	-83.4	5.6	3.9	-2.3	-5.8	-9.6	2.7
CC(C)c1nc(SCC(=O)NC(=O)NC(C)(C)C)n[nH]1	-0.1	0.5	0.9	3.8	2.9	1.6	-2.3	7.0	-9.6	-3.0
O=C(NCCCN1CCC(Cc2ccccc2)CC1)c1ccc2nc(N3CCOCC3)sc2c1	-4.7	0.3	-2.1	-1.0	-1.5	17.4	-1.1	-7.7	0.9	-17.6
CC(C)c1ccc(C2c3[nH]c4ccccc4c3C[C@H]3C(=O)N(c4ccccc4C(=O)N4CCC[C@@H]4C(=O)O)C(=O)N23)cc1 (some centres not stated)	2.4	2.1	-2.2	-7.1	-1.2	-9.5	46.4*	-7.7	-12.7	-47.2
COc1cc(/C=C/C(=O)c2cccc([N+](=O)[O-])c2)cc(OC)c1OC	-0.1	-0.2	-0.5	3.2	-1.9	-11.1	2.8	7.8	-13.8	-0.7
CCN(CC(=O)NC(=O)NCc1ccco1)Cc1ccccc1	2.5	0.0	1.1	-8.1	13.8	4.5	-1.6	1.5	14.8	5.6
CCOC(=O)C1=C(c2ccccc2)NC(=O)NC1c1ccc(O)c(Cl)c1 (configuration not stated)	4.5	-1.5	1.3	-1.9	8.6	-1.7	-0.4	-24.2	3.0	-9.4
Cc1ccccc1CNC(=O)C1C2C=CC3(CN(Cc4ccccc4)C(=O)C13)O2 (configuration not stated)	1.2	-0.1	nt	-9.4	7.5	nt	-1.4	0.9	nt	9.3
CC1CCc2c(c3ccccc3[nH]c2=O)O1 (configuration not stated)	12.4	-0.3	1.3	-7.3	0.7	3.7	3.5	7.4	-8.6	0.3
Cc1cccc(C)c1OCC(=O)Nc1ccccc1C(=O)N1CCOCC1	-4.7	-0.4	3.3	-6.2	6.5	-2.2	-6.8	0.1	-10.2	4.5
Cc1cc(C)c2c(CN3CCCC3)cc(=O)oc2c1	0.0	0.1	nt	-17.1	8.1	10.2	4.9	-2.0	-6.8	12.8
c1ccc(C(c2nnnn2Cc2cccs2)N2CCN(C3CCCC3)CC2)cc1 (configuration not stated)	-3.0	0.8	-2.3	1.3	5.0	-4.2	-10.0	-1.4	-17.0	-1.9
O=C(COc1cccc(F)c1)NNC(=O)Cc1ccc(S(=O)(=O)N2CCOCC2)s1	-1.0	-0.3	0.7	-10.1	7.0	-3.7	10.4	2.8	-1.1	-38.1
Cc1cc(NC(=O)Cc2csc(-c3ccccc3)n2)ccc1Br	-2.1	0.1	1.8	4.9	0.1	7.0	4.4	0.1	12.3	-7.5
Cc1csc(NC(=O)C2CCCCN2S(=O)(=O)c2ccccc2)n1 (configuration not stated)	1.1	-0.2	0.8	1.1	-0.2	-5.2	-1.5	-3.6	3.1	-6.5
CCCCOC(=O)c1ccc(NC(=S)NC(=O)c2ccco2)cc1	-1.6	-0.4	-1.4	-6.8	-0.9	2.0	0.8	0.1	-3.9	10.8
CCOc1ccc(-n2nnnc2SCC(=O)c2ccccc2)cc1	0.0	0.2	-1.6	9.4	-1.2	-1.2	1.3	-7.5	-6.0	-36.6

Rows were taken by chance (roughly 4.5% active in at least one column).
